CHX counter = Cycloheximide Counterscreen for Small Molecule Inhibitors of Shiga Toxin; max response, %; cell reporter, cycloheximide protein synthesis inhibition counterscreen; hit rate 12% among 300,000; in the data active means max response mostly above about 13%, no sharp cut-off; inactive means mostly below about 14%; further: read at 38.3 µM for the half of the compounds with a filed dose; 0% is about no effect
Pf growth 96h = Primary qHTS for delayed death inhibitors of the malarial parasite plastid, 96 hour incubation | hit rate 6.9% among 320,000 | Potency, µM (titrated, usually from 28.7 µM), inactives show top-dose activity change, negative = inhibition, actives largely listed as inhibitors | AID 504834, 2011 | P. falciparum luciferase reporter growth, 96 h; further: potency means the concentration at half of the fitted maximal effect; on the % scale 0 is the no-effect control and ±100 the full control effect
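Compounds incubated with erythrocytes infected by luciferase-expressing P. falciparum (2% hematocrit, 0.05% parasitemia final) for 96 hours, 37 C in 5% CO2. Growth inhibition scored as decreased luciferase luminescence.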
LmPK inhibitor = qHTS Assay for Inhibitors of Leishmania Mexicana Pyruvate Kinase (LmPK); purified LmPK, Kinase-Glo ATP luminescence, 1 h; Potency, µM (top dose mostly 57.5 µM), inactives show at the top dose activity change, negative = inhibition, actives largely listed as inhibitors; hit rate 0.37% among 290,000; Q27686; AID 1721, 2009; further: potency means the concentration at half of the fitted maximal effect; on the % scale 0 is the no-effect control and ±100 the full control effect
Target sequence (Q27686 whole entry, looked up): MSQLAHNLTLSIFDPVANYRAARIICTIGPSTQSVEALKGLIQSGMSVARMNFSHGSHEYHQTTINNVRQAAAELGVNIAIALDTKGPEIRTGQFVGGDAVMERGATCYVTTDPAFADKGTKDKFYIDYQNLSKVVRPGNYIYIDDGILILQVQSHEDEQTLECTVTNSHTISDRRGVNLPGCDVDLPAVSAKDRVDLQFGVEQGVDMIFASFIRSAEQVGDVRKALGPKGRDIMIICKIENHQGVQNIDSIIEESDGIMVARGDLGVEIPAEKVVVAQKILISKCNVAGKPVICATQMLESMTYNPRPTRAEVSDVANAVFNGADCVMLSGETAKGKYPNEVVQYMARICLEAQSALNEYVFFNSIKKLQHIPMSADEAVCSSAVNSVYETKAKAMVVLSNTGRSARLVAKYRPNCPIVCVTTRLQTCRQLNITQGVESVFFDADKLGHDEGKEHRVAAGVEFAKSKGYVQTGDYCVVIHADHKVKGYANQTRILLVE
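Screened at intermediate enzyme activity to detect both inhibitors and activators: LmPK at 0.1 nM, with a 0.5 nM enzyme column as activation reference. PEP 0.5 mM, ADP 0.1 mM; ATP detected by luminescence after 1 h.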
Shiga toxin inh = A qHTS for Small Molecule Inhibitors of Shiga Toxin; Vero cells, Shiga toxin protein synthesis inhibition reporter; inhibition, % at 38.7 µM; hit rate 9.2% among 290,000; in the data active means inhibition mostly above about 28%, no sharp cut-off; inactive means mostly below about 43%; further: 0% is about no effect
AmpC inh no detg = qHTS Inhibitors of AmpC Beta-Lactamase (assay without detergent); AmpC nitrocefin hydrolysis, absorbance 480 nm, 0.0001% Triton; hit rate 0.52% among 330,000; AID 485341, 2010; Potency, µM (top dose mostly 57.1 µM), for the others: at the top dose activity change, negative = inhibition, usual class: inhibitors; P00811;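 further: potency means the concentration at half of the fitted maximal effect; plate controls were no compound for no effect and no enzyme for full effect; nearly all actives have a fitted effect of over 20% in size; some results filed as inactive show a strong effect at the top dose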
Target sequence (P00811 whole entry, looked up): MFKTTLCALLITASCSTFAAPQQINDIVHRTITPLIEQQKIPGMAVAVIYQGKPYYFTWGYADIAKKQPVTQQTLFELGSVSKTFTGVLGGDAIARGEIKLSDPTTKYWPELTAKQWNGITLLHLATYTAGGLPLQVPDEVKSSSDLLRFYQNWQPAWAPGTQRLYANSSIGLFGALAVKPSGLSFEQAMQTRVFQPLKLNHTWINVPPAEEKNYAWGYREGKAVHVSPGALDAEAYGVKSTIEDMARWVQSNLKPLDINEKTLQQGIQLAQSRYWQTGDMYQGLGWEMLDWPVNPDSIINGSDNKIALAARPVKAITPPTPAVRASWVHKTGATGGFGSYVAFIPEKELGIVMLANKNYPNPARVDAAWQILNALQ
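AmpC (5.3 nM in the dispensed reagent) in 20 mM phosphate pH 7.0 with 0.01% (detergent screen) or 0.0001% Triton X-100 was preincubated with compounds for 15 min at room temperature. Nitrocefin was then added from an 800 uM solution, and hydrolysis was followed at 480 nm.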
TbPYK inhibitor = qHTS of Trypanosoma Brucei Inhibitors. pyruvate kinase (Trypanosoma brucei), Q57TT1. Potency, µM (top dose mostly 76.8 µM), without a hit: at the top dose activity, negative = inhibition, hits mostly inhibitors. AID 624173, 2012. TbPYK enzyme, Kinase-Glo Plus ATP luminescence, 45 min. hit rate 0.12% among 410,000; further: potency means the concentration at half of the fitted maximal effect; on the % scale 0 is the no-effect control and ±100 the full control effect; nearly all actives have a fitted effect of over 50% in size
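ADP (130 uM final) triggers the TbPYK reaction after compound addition; incubation is 45 min at room temperature. Kinase-Glo Plus is then added and luminescence imaged. Normalized data are fitted to concentration-effect curves.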
Pf growth 48h = Primary qHTS for delayed death inhibitors of the malarial parasite plastid, 48 hour incubation; P. falciparum luciferase growth in erythrocytes, 48 h; Potency, µM (series often up to 28.7 µM), without a hit: top-dose activity change, negative = inhibition, hits mostly inhibitors; hit rate 5.9% among 310,000; further: potency means the concentration at half of the fitted maximal effect; on the % scale 0 is the no-effect control and ±100 the full control effect
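Erythrocytes infected with P. falciparum carrying an integrated firefly luciferase reporter (2% hematocrit, 0.1% parasitemia final) were exposed to compounds in RPMI 1640 with 0.5% Albumax at 37 C, 5% CO2. Growth inhibition was scored as reduced luminescence.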
Starred values were filed as active, the others as inactive; ? = inconclusive; / = no result given; & = joins results of further samples; [ ] = another dose, or the depositor's remark. Unless noted, the call rests on the fitted dose curve; in most records, active means well fitted curve in the direction sought with a large enough effect; inconclusive means small, poorly fitted or top-dose-only effect, or another doubt; inactive means no such curve, though single readings can be large; an effect the other way counts as inactive or inconclusive.

SMILES	CHX counter	Pf growth 96h	LmPK inhibitor	Shiga toxin inh	AmpC inh no detg	TbPYK inhibitor	Pf growth 48h
CCn1c(CC(=O)Nc2ccccc2F)nnc1SCC(=O)N1CCOCC1	-2	30%[activator]	0%	1	-5%	-2%	-2%
O=C(CN1CCN(c2ccc(F)cc2)CC1)NCc1ccc(Cl)cc1	1	-25%	-2%	-10	133%[activator]	-12%	-13%
CCc1nnc(NC(=O)CSCc2cc(=O)n3cc(C)sc3n2)s1	1	29%	7%	9	3%	3%	-18%
CN(CC(=O)Nc1ccccc1Cl)C(=O)COC(=O)CSc1ccc(F)cc1	/	4%	/	/	-3%	-4%	10%
O=C(Nc1ccc(CN2CCS(=O)(=O)CC2)cc1)c1ccc(F)cc1	5	11%	3%	12	-17%	8%	36%[activator]
CC(C)(C)NC(=O)NC(=O)CN1CCC(Cc2ccccc2)CC1	-3	-37%	1%	-10	95%[activator]	2%	?
COc1cc2c(C#N)c(N3CCOCC3)nc(N)c2c(N)n1	13	?	-3%	-95	-18%	-3%	33%[activator]
O=C(NCCc1ccccc1)c1ccc(NC(=O)c2cccnc2)cc1	23*	-16%	1%	37*	-7%	1%	-11%
O=C(O)CCC(=O)NCC(=O)c1ccc(F)cc1	5	10%	6%	9	-6%	1%	-10%
CN(C)CCn1c(=O)n(Cc2ccccc2)c(=O)c2c3c(sc21)CCCCC3	3	?	2%	7	-3%	-4%	-17%
COc1cc(/C=N/N2CCN(Cc3ccccc3)CC2)cc(OC)c1OC(C)=O	-1	-31%	-1%	-8	86%[activator]	-3%	-4%
N#Cc1ccccc1S(=O)(=O)N1CCN(C(=O)C2COc3ccccc3O2)CC1 (stereo not given)	/	?	/	/	-21%	-6%	-26%
CCCS(=O)(=O)C(=C1NCCO1)S(=O)(=O)CCC	-2	?	1%	-2	-13%	-4%	11%
CCNC(=S)N1CCN(CCN=CC2=C(O)CC(c3ccco3)CC2=O)CC1 (stereo not given)	-4	?	-3%	-23	9%	-2%	/
CC(C)N(C(=O)CC1ON(C)C(=O)N1c1ccc(Cl)cc1)C(C)C (stereo not given)	-6	?	5%	-13	19%	11%	?
Cc1nnc(C)n1/N=C/C=C/c1ccccc1	-3	-21%	0%	-5	-7%	-3%	21%
O=C(Nc1ccccc1Cl)c1ccc2c(c1)N(Cc1ccc(F)cc1)C(=O)CS2=O (stereo not given)	-5	-15%	-2%	-10	?	4%	7%
CCNC(=O)NC(=O)COC(=O)c1ccccc1SCC(=O)NC(=O)NCC	63*	?	?	68	-5%	?	13%
N=c1c(C(=O)NC2CCCC2)cc2c(=O)n3ccccc3nc2n1C1CCCC1	4	?	3%	-15	-4%	/	?
O=C(CN1C(=O)NC2(CCCc3ccccc32)C1=O)c1ccc(Br)cc1 (stereo not given)	/	?	/	/	-45%	3%	?

Look-ups from the list.
O=C(O)CCC(=O)NCC(=O)c1ccc(F)cc1 – CHX counter = 5
O=C(CN1C(=O)NC2(CCCc3ccccc32)C1=O)c1ccc(Br)cc1 (stereo not given) – TbPYK inhibitor = 3%

The list goes on.
SMILES	CHX counter	Pf growth 96h	LmPK inhibitor	Shiga toxin inh	AmpC inh no detg	TbPYK inhibitor	Pf growth 48h
O=C1COc2ccc3ccccc3c21	16*	19%	1%	40	-12%	-2%	31%[activator]
CC1(C)OC(c2ccccc2)=C/C(=C/C=C2C(=O)c3ccccc3C2=O)O1	6	-21%	-2%	-3	-40%	-24%	4%
Cn1c(NC2CCCCC2)cc(=O)n(C)c1=O	-2	10µM*	-5%	-11	-8%	2%	?
COc1ccc(/C=N/NC(=S)Nc2cccc(C(=O)O)c2)cc1OC	16*	?	-5%	26	-19%	-3%	61%[activator]
O=C(c1ccc(Cl)c(S(=O)(=O)N2CCOCC2)c1)N1CCN(c2ccccn2)CC1	/	12µM*	/	/	-7%	0%	12µM*
CC(=O)NCCn1c(SCc2cc(F)ccc2F)nc2ccccc2c1=O	0	?	5%	11	170%[activator]	8%	-2%
C/C(=N\Nc1nccnc1Cl)c1ccc([N+](=O)[O-])cc1	41*	2%	-6%	66*	-6%	-5%	74%[activator]
COc1ccccc1C(=O)N1CCN(C(=O)COc2cccc(C)c2)CC1	-2	?	1%	-4	17%	-1%	-1%
CCCOC(=O)Nc1ccccc1C(N)=O	-2	15%	-4%	-12	-4%	-9%	40%
CN(C)c1c2ccccc2nc2c(F)c(F)c(F)c(F)c12	33*	?	0%	57	-20%	1%	-8%
Cc1cccc(C)c1OC(=O)CN(c1ccc(Cl)cc1)S(C)(=O)=O	-1	?	3%	-6	5%	2%	?
COc1ccc(OC(C)C(=O)NCCc2nc3ccccc3[nH]2)cc1 (stereo not given)	-3	?	2%	-2	-2%	-9%	-4%
C1CN(c2nc3nonc3nc2N2CCOCC2)CCO1	-2	-8%[5.75 µM]	-4%	-5	-14%	/	30%
Cc1cc(NC(=O)CSc2nc(-c3ccccc3)cs2)no1	7	-10%	4%	14	-24%	-5%	-14%
O=c1[nH]c(/C=C/c2cccnc2)c([N+](=O)[O-])c(=O)[nH]1	-3	81%[activator]	-2%	16	-9%	10%	?
CCN(CC(=O)Nc1c(F)cccc1F)C(=O)CC1CCCCC1	/	24%	/	/	-19%	2%	-25%
COc1ccc(C(=O)N(C)Cc2ccc(C)o2)cc1OC1CCN(C(C)=O)CC1	-2	0%	1%	-8	43%	-7%	1%
CCSc1nc(=S)n(Cc2ccccc2)c(C)c1C(C)=O	-4	?	-3%	-9	-25%	-14%	?
O=[N+]([O-])c1ccccc1-c1cc(-c2ccccc2)cc(-c2ccccc2)[n+]1Cc1ccccc1Cl	/	?	/	/	94%[activator]	-6%	0.93µM*
CSC[C@H](NC(=O)Cc1c(C)c2cc3c(C)c(C)oc3cc2oc1=O)C(=O)N[C@@H](Cc1ccccc1)C(=O)O	-3	34%[activator]	-7%	-4	7%	0%	1%
COc1cc(NC(=O)C2CCC(CNS(=O)(=O)c3csc(C(N)=O)c3)CC2)cc(OC)c1 (stereo not given)	-2	?	9%	14	-43%	-3%	-17%
COc1ccccc1NC(NC(=O)c1cccnc1)C(Cl)(Cl)Cl (stereo not given)	-6	70%[activator]	-5%	-24	0%	0%	?
CC(=O)Nc1cc2nc(C)n(Cc3ccc([N+](=O)[O-])cc3)c2nc1C	1	?	5%	-8	-12%	2%	23%
O=C(CS(=O)(=O)c1ccccc1)NCc1ccccc1	-2	15%	-4%	-5	-8%	4%	1%
CCCn1cc(CN2CCCC(C(=O)c3ccc4c(c3)OCO4)C2)c(C)n1 (stereo not given)	-3	-24%	0%	13	-28%	0%	-1%
O=C(COC(=O)/C=C/c1cccc(Cl)c1)Nc1ccccc1-c1ccccc1	-1	19%	5%	2	1%	/	-7%
Cc1cc(C(=O)NNC(=O)c2nn(C)c(=O)c3ccccc23)c(C)o1	-12	9%	-1%	1	-18%	-3%	?
CCOc1ccc(NS(=O)(=O)c2cccc(C(=O)NCC3(N(C)C)CCCCC3)c2)cc1	/	?	/	/	3%	-1%	?
CCC(CC)C(=O)Nc1c2c(nn1-c1ccc(F)cc1)CS(=O)(=O)C2	-3	0%	3%	-3	-16%	5%	2%
COC(=O)c1cc(COC(=O)COc2ccc(C)c(C)c2)oc1C	7	37%[activator]	-1%	-4	4%	-5%	19%
COc1cccc(C(=O)Nc2nc3ccccc3[nH]2)c1	27*	-71%	14µM*	29	-19%	-19%	/
CCC(C)c1ccc(NC(=S)N2CCN(c3ccccn3)CC2)cc1 (stereo not given)	12	7%	8%	10	-34%	-1%	22%
CCN1CCCC1CNC(=O)CSCc1nc(-c2ccccc2C)oc1C (stereo not given)	-1	-4%	4%	-11	51%	/	?
CCOc1cc2[nH]c(=S)n(CCOC)c(=O)c2cc1OCC	-3	0%	5%	-10	-5%	2%	-5%
Cc1cccc(CN2CCC(CNC(=O)C3CCCN(S(=O)(=O)c4cnc[nH]4)C3)CC2)c1 (stereo not given)	1	22%	-1%	-2	-1%	-2%	-1%
CCc1nn(CC(=O)NCCCN(C)C2CCCCC2)c(=O)c2cc3occc3n12	1	-4%	-3%	7	1%	0%	8%
O=C(O)/C=C/C(=O)NCCC1=CCCCC1	-1	?	-9%	-11	-17%	1%	-7%
COC(CNC(=O)c1ccc2c(c1)nc(C)n2-c1cccc(F)c1)OC	-2	-38%	-6%	-9	34%	-4%	/
O=C(Nc1ccc(Br)cc1)c1cccc(OC(=S)N2CCOCC2)c1	19*	-7%	4%	50*	-46%	-10%	4%
O=C(CNC(=O)c1ccco1)N/N=C/c1cccs1	0	57%[activator]	0%	21	-17%	-11%	26%

Rewritten with each value named: part of the list above
COc1cccc(C(=O)Nc2nc3ccccc3[nH]2)c1
- CHX counter: 27*
- Pf growth 96h: -71%
- LmPK inhibitor: 14µM*
- Shiga toxin inh: 29
- AmpC inh no detg: -19%
- TbPYK inhibitor: -19%
- Pf growth 48h: /

CCC(C)c1ccc(NC(=S)N2CCN(c3ccccn3)CC2)cc1 (stereo not given)
- CHX counter: 12
- Pf growth 96h: 7%
- LmPK inhibitor: 8%
- Shiga toxin inh: 10
- AmpC inh no detg: -34%
- TbPYK inhibitor: -1%
- Pf growth 48h: 22%

Next section
SMILES	CHX counter	Pf growth 96h	LmPK inhibitor	Shiga toxin inh	AmpC inh no detg	TbPYK inhibitor	Pf growth 48h
CC(=O)c1c(O)ccc2c(-c3ccccc3)cc(=O)oc12	5	15%	1%	-6	-9%	2%	12%
COC(=O)Cn1c(=NC(=O)c2sc3ccccc3c2Cl)sc2cc(S(N)(=O)=O)ccc21	-1	37%[activator]	-1%	-2	-49%	3%	2%
Cc1ccc(NC(=O)CCC(=O)NNC(=O)c2ccccc2[N+](=O)[O-])c(C)c1	7	39%[activator]	3%	-8	-15%	-2%	9%
CCCn1c(N)c(C(=O)CSc2nnc(C)n2Cc2ccccc2)c(=O)n(C)c1=O	-3	?	16%	-5	25%	1%	/
Cc1cc(F)ccc1S(=O)(=O)N1CCC2(CC1)OCCN2S(=O)(=O)c1cccs1	/	?	/	/	-28%	4%	?
O=C(OCC(=O)N1CCOCC1)c1cccc(F)c1	48*	101%[activator]	-10%	94*	-6%	1%	98%[activator]
COc1ccc(-c2cc(C(=O)Nc3cc(OC)c(OC)c(OC)c3)no2)cc1OC	1	?	2%	-14	-12%	-1%	77%[activator]
CCOC(=O)c1cnn(-c2ccc(C)cc2)c1N	33*	106%[activator]	-3%	75*	-12%	2%	/
CC(=O)N1CCCc2cc(S(=O)(=O)N3CCCC(C(=O)NCc4ccc(C)cc4)C3)ccc21 (stereo not given)	3	7%	6%	-7	142%[activator]	-2%&-8%	-7%
CC(=O)N1c2ccc(S(=O)(=O)N3CCC(C(=O)N4CCN(c5ccc(Cl)cc5)CC4)CC3)cc2CC1C (stereo not given)	-4	?	-1%	-4	178%[activator]	-12%	?
CC(=O)c1ccc(NC(=O)Nc2ccc(Cl)cc2)cc1	34*	?	1%	105*	-38%	1%	/
